Bioassay records (PubChem)
RORgamma inh = inhibitors of mouse ROR gamma transcriptional activity; Potency, µM (doses to about 53.6 µM), inactives show top-dose activity change, negative = inhibition, hits mostly inhibitors; 310,000 compounds, 5.4% hits; Drosophila S2 Gal4-RORgamma UAS-luciferase reporter, 20 h; P51450; also: potency is read from the fitted curve at half-maximal effect; % is scaled to controls: 0 for no effect and ±100 for the full control effect; nearly all actives have a fitted effect of over 60% in size
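Luminescence from a UAS-regulated Photinus luciferase reporter in stably transfected Drosophila Schneider cells is measured; decreased signal marks ROR gamma inhibition. Fusion expression is induced by 700 uM copper sulfate for 20 hr.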
Giardia kill = Giardia lamblia killing; AID 540267; 340,000 compounds, 0.15% hits; Giardia lamblia trophozoite viability; activity change, % at 7.66 µM, hits read low; in the data active = activity change below about -80%; inconclusive = between about -30% and that limit;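 also: parasites exposed to compound for two days anaerobically before the ATP read; % is scaled to controls: 0 for no effect and ±100 for the full control effect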
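Luminescence from cellular ATP indicates surviving trophozoites (100 cells/well) following 48 hrs anaerobic compound treatment at 37 deg C; signal develops 15-30 min at room temperature.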
p53 reactivation = mutant p53 re-activation in reporter cells; 320,000 compounds, 0.063% hits; H1299 p53-A138V BP100-luciferase reporter, luminescence, 24 h; Potency, µM (highest dose often 92.2 µM), inactives show at the highest dose activity change, positive = activation, usual class: activators; also: potency is read from the fitted curve at half-maximal effect; % of control where 0% means no effect; nearly all actives have a fitted effect of over 45% in size
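H1299 (p53-null), stable ts p53-A138V + BP100-Luc; 1000 cells/well, Opti-MEM/10% FBS; cpd 4 pt, 1:5; 24 h, 37 deg C, 5% CO2; detection reagent 10 min RT; luminescence.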
NPC1 prom act = activates the NPC1 promoter; Potency, µM (highest dose often 9.22 µM), for inactives: at the highest dose activation, usual class: activators; AID 485313; Huh7 NPC1 promoter luciferase reporter, 24 h; 320,000 compounds, 2.4% hits;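 also: potency is read from the fitted curve at half-maximal effect; % of control where 0% means no effect; nearly all actives have a fitted effect of over 60% in size; reporter is driven by a mutant NPC1 promoter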
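Luciferase expression driven by the NPC1 promoter was measured in stably transfected Huh7 cells after a 24 h compound incubation, using a luciferase reagent and a luminescence read.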
VP16 counter = counter-screen for ROR gamma inhibitors: Gal4-VP16 reporter; 310,000 compounds, 3.5% hits; Potency, µM (doses to about 53.6 µM), without a hit: top-dose activity, negative = inhibition, usual class: inhibitors; Drosophila S2 Gal4-VP16 UAS-luciferase, luminescence, 20 h;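 also: Gal4-VP16 expression switched on by copper sulfate through the metallothionein promoter; potency is read from the fitted curve at half-maximal effect; % is scaled to controls: 0 for no effect and ±100 for the full control effect; nearly all actives have a fitted effect of over 50% in size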
FLuc modulator = inhibits or activates purified firefly luciferase, miR-21 counter-screen. P08659. purified FLuc, Km substrates, luminescence inhibition. Potency, µM (highest dose often 57.5 µM), for inactives: top-dose activity change, negative = inhibition, hits mostly inhibitors. 360,000 compounds, 6.9% hits;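 also: potency is read from the fitted curve at half-maximal effect; plate controls were vehicle for no effect and reference inhibitor for full effect; nearly all actives have a fitted effect of over 55% in size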
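Biochemical qHTS of compounds, final roughly 60 µM downward over six points, against 10 nM purified firefly luciferase using Km concentrations of substrates (10 uM D-luciferin, 10 uM ATP) in Tris acetate pH 7.5 buffer; luminescence output.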
PKM2 act = increases activity of human pyruvate kinase M2 | purified PKM2, Kinase-Glo ATP luminescence, activation; response scale: 0% is enzyme alone, no compound | Potency, µM (highest dose often 57.5 µM), for inactives: top-dose activation, hits mostly activators | 260,000 compounds, 0.34% hits | AID 1631; also: potency is read from the fitted curve at half-maximal effect; % is scaled to controls: 0 for no effect and ±100 for the full control effect; nearly all actives have a fitted effect of over 55% in size
Target sequence (P14618 whole entry, looked up): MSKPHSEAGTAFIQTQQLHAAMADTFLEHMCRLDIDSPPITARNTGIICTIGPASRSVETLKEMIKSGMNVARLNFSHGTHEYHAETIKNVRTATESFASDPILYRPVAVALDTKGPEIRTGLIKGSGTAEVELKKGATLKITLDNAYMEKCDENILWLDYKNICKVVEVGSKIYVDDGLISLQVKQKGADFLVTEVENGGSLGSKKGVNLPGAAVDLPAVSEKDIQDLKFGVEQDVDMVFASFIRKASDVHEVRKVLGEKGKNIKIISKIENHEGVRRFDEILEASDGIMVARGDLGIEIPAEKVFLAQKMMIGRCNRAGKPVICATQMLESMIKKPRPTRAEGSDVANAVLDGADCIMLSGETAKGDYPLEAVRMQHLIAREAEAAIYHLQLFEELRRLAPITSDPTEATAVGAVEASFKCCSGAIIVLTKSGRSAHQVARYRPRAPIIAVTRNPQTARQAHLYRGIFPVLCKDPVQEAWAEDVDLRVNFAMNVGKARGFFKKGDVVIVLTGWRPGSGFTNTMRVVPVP
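Purified hPK-M2 (>95%) run at intermediate activity with 0.1 mM ADP and 0.5 mM PEP in 50 mM imidazole pH 7.2, KCl, MgCl2; 1 h room temperature. ATP formed read by Kinase-Glo luminescence; normalized to uninhibited and no-enzyme controls.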
Rab9 promoter act = activates the Rab9 promoter | Potency, µM (doses to about 9.22 µM), for inactives: at the top dose activation, negative = inhibition, usual class: activators | Huh7 Rab9 promoter-luciferase reporter, luminescence, 24 h | 320,000 compounds, 2.8% hits; also: potency is read from the fitted curve at half-maximal effect; % of control where 0% means no effect; nearly all actives have a fitted effect of over 60% in size
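Luminescence from Amplite-detected luciferase (10 minutes, ambient) reports Rab9 promoter activation. Before that, stable Rab9-luciferase Huh7 cells (1500/well, reduced-serum OP-MEM I plus 10% FBS) were exposed to compound for 24 hours at 37C.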
Menin MLL FP TR = inhibitors of human menin-MLL interaction, mutant MLL peptide. O00255. Menin + Texas Red MLL mutant peptide, fluorescence polarization. Potency, µM (doses to about 61.6 µM), for the others: top-dose FP activity change, negative = inhibition, actives largely listed as inhibitors. 270,000 compounds, 0.23% hits; active = well fitted inhibition curve with a large enough effect in the polarisation, with a control signal flat, not every such curve was filed as active; inconclusive = small, poorly fitted or top-dose-only effect, or effect the other way, or a change in a side signal; inactive = no such curve, though single readings can be large or run the other way; the % refers to the polarisation; also: potency is read from the fitted curve at half-maximal effect; % of control where 0% means no effect; many of its hits are not listed in these tables
Target sequence (O00255 whole entry, looked up): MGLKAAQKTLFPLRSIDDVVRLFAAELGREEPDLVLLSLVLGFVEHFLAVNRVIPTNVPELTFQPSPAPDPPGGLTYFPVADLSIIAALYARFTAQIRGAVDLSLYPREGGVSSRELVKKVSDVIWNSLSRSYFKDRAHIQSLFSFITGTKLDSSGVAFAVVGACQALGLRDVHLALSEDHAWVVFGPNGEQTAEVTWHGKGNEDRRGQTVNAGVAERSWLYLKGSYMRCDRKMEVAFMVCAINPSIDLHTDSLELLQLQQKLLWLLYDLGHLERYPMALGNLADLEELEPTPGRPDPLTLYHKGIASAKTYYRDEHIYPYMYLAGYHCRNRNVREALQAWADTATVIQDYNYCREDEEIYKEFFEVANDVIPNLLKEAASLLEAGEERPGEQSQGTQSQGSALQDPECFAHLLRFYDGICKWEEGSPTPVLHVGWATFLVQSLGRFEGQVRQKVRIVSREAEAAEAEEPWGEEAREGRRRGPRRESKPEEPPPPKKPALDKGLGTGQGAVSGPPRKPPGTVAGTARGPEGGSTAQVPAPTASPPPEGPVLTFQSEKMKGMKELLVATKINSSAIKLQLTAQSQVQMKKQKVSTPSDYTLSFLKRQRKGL
BRCA1 expr up = increases BRCA1 expression | MCF7-BRCA1-FFLuc reporter, luminescence, 48 h; response scale: scaled: vehicle 0%, 10 µM genistein 100% | Potency, µM (doses to about 46.1 µM), inactives show at the highest dose activation, usual class: activators | 380,000 compounds, 1.1% hits | AID 624202; also: potency is read from the fitted curve at half-maximal effect; nearly all actives have a fitted effect of over 80% in size; some results filed as inactive show a strong effect at the top dose
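48 h compound treatment of MCF7-BRCA1-FFLuc cells (phenol-red free MEM, 37 °C), then 15 min with luciferase substrate and luminescence imaging.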
ELG1 genotox = induces genotoxicity in HEK293T cells with luciferase-tagged ELG1; HEK293T ELG1-luciferase reporter, luminescence, 16 h; Potency, µM (doses to about 46 µM), inactives show at the highest dose activity change, positive = activation, usual class: activators; 330,000 compounds, 1.3% hits; AID 504466; also: potency is read from the fitted curve at half-maximal effect; % of control where 0% means no effect; nearly all actives have a fitted effect of over 60% in size
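Genotoxicity was scored as increased ELG1-luciferase reporter signal, measured by ONE-Glo luminescence (30 min, room temperature). Compound or vehicle exposure of the HEK293T reporter cells lasted 16 hr at 37°C.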
The depositor's hits bear a star; ? = inconclusive; / = no result given; & = joins results of further samples; [ ] = remark or other dose. Unless noted, calls follow the shape of the dose curve; as a rule, active = well fitted curve in the direction sought with a large enough effect; inconclusive = small, poorly fitted or top-dose-only effect, or another doubt; inactive = no such curve, though single readings can be large; an effect the other way counts as inactive or inconclusive. Some of the compounds tested; the hit share may differ from the screen's.

no. | compound | RORgamma inh | Giardia kill | p53 reactivation | NPC1 prom act | VP16 counter | FLuc modulator
1 | CCOc1ccc2[nH]c(=O)c(CN(Cc3cccs3)Cc3nnnn3C(C)(C)C)cc2c1 | ? | -1 | -8% | -6% | ? | 3%
2 | CCOc1ccc2nc(Cl)c(C3CC(c4ccccc4)=NN3C(=O)c3ccco3)cc2c1 (stereo not drawn) | 1% | / | -6% | -2% | -2% | -3%
3 | CS(=O)(=O)N(CC(=O)NCCSCc1ccco1)c1ccc(Cl)cc1 | 42% | 8 | 0% | -2% | -5% | 3%
4 | COc1ccc(N2CC(C(=O)Nc3ccc(S(=O)(=O)Nc4nccs4)cc3)CC2=O)cc1 (stereo not drawn) | -3% | -29 | -3% | 5% | -5% | -12%
5 | CCOC(=O)C1CCCN(C(=O)C2CCN(C(=O)Nc3ccccc3)CC2)C1 (stereo not drawn) | / | 6 | 9% | 10% | / | -5%
6 | Fc1ccc2nc(Nc3nc4c(F)cc(F)cc4s3)sc2c1 | 8.9µM* | -7 | 16% | ? | 6.3µM* | 8.5µM*
7 | Cc1c(CN2CCC(n3nccc3NC(=O)C3CCOC3)CC2)[nH]c2ccccc12 (stereo not drawn) | 3% | -19 | 7% | 0% | -1% | 7%
8 | Nc1nc(-c2ccco2)nn1C(=O)c1ccc([N+](=O)[O-])cc1 | -7% | -17 | 2% | -4% | -7% | -1%
9 | CCC(=O)NC(NC(=S)Nc1c(C)n(C)n(-c2ccccc2)c1=O)C(Cl)(Cl)Cl (stereo not drawn) | 22% | 9 | -17% | 1% | 0% | 6%
10 | COc1ccc(NC(=O)c2cc3ccccc3o2)cn1 | 7%[1.91 µM] | -19 | / | 2.8µM* | -1% | 13µM*
11 | CCN(CC)S(=O)(=O)c1csc(C(=O)NCc2ccccc2)c1 | 7% | 16 | 7% | -1% | -5% | -1%
12 | c1ccc2c(Nc3ccc4c(c3)OCCO4)c3c(nc2c1)CCCC3 | 13% | 32[activator] | -5% | 2% | -5% | -5%

no. | PKM2 act | Rab9 promoter act | Menin MLL FP TR | BRCA1 expr up | ELG1 genotox
1 | -1% | 1% | -7% | -76% | -6%
2 | -4% | -4% | -8% | / | -2%
3 | 7% | 1% | -3% | 6% | -1%
4 | 2% | 13% | 7% | 5% | -1%
5 | / | 2% | / | 8% | -1%
6 | -10% | 22% | ? | -61% | 1%
7 | -7% | 5% | / | -45% | -2%
8 | 0% | 2% | -6% | 22% | 3%
9 | -10% | -8% | -13% | 2% | 1%
10 | -15% | 2.5µM* | 12% | 38% | ?
11 | 1% | 0% | 9% | -30% | -8%
12 | -7% | -7% | ? | -41% | -12%

The list continues:
no. | compound | RORgamma inh | Giardia kill | p53 reactivation | NPC1 prom act | VP16 counter | FLuc modulator
13 | COC(=O)c1ccn(CSc2cc(Cl)ccc2Cl)n1 | / | 43[activator] | -4% | -5% | / | -15%
14 | CCCN(CCC)C(=O)C1CCCN(S(=O)(=O)c2ccc3c(c2)oc(=O)n3C)C1 (stereo not drawn) | -25% | 11 | 3% | 0% | 0% | 4%&1%
15 | CCOc1ccc(S(=O)(=O)Nc2nc3ccccc3nc2-n2ccc(=NC(=O)c3ccccc3C)cc2)cc1 | 13% | 10 | -4% | 0% | 0% | 0%
16 | COc1ccccc1C(=O)NCC(=O)N/N=C(\C)Cc1ccccc1 | 0% | 6 | 18% | -3% | -5% | ?
17 | Cc1cccc(CCNC(=O)CCNS(=O)(=O)c2cc(Br)cnc2N)c1 | 13% | 1 | -6% | -5% | 1% | 0%
18 | Cc1cc(NC(=O)CCC(=O)N(CC(C)C)C(C(=O)NC(C)(C)C)c2ccccc2Cl)no1 (stereo not drawn) | 42% | -2 | 3% | 0% | 1% | 0%
19 | O=C(/C=C/c1cnc2ccccc2n1)NC12CC3CC(CC(C3)C1)C2 | ? | -4 | ? | 3.5µM* | ? | 1.7µM*
20 | CC1CN(C(=O)Cn2c(C(F)(F)F)nc3ccccc32)CC(C)O1 (stereo not drawn) | -4% | 1 | -3% | 2% | 2% | 0%
21 | COCC(C)N1C(=O)Cc2c1nc(N)c1c(N)nc(N3CCN(c4ccccc4F)CC3)c(C#N)c21 (stereo not drawn) | -23% | 23 | 0% | -1% | 3% | -2%
22 | Cc1cccc(-n2c(SCC(=O)N3CC(=O)Nc4ccccc43)nc3ccccc3c2=O)c1 | 12% | -1 | -8% | -5% | -6% | -1%
23 | COc1ccc(NC(=S)N2CCN(c3ccc([N+](=O)[O-])cc3)CC2)cc1OC | ? | -19 | 3% | -12% | 7.1µM* | -12%
24 | CCc1nccn1CCC(=O)NC1CC(C)(C)Cc2c1cnn2-c1cccc(F)c1 (stereo not drawn) | 11% | 15 | -7% | -4% | 2% | 0%

no. | PKM2 act | Rab9 promoter act | Menin MLL FP TR | BRCA1 expr up | ELG1 genotox
13 | / | -8% | / | -2% | 1%
14 | -9%[0.46 µM] | -3% | -15% | -2%&-1% | 0%
15 | -1% | -10% | / | -14% | -5%
16 | 4%[0.46 µM] | -3% | -9% | -31% | 1%
17 | / | -5% | / | 3% | -11%
18 | / | 11% | 0% | -15% | -3%
19 | -20% | 3.2µM* | 0% | 27% | ?
20 | 0% | -3% | -1% | 16% | -1%
21 | 3% | -2% | 14% | -56% | -12%
22 | 21% | -8% | -18% | -51% | -5%
23 | 5% | -4% | ? | -5% | 0%
24 | 3% | 5% | / | -1% | -4%

(further entries)
no. | compound | RORgamma inh | Giardia kill | p53 reactivation | NPC1 prom act | VP16 counter | FLuc modulator
25 | CN(Cc1nccs1)C(=O)c1ccc(OC2CCN(Cc3ccccn3)CC2)cc1 | 14% | -9 | 18% | -4% | 6% | -1%
26 | COCCCN(C(=O)c1ccc(N2CCCC2=O)cc1)c1c(N)n(Cc2ccccc2)c(=O)[nH]c1=O | / | -13 | -1% | 6% | / | 1%
27 | CC(=O)Nc1ccc(NC(=O)C(C)OC(=O)C2CCCCC2)cc1 (stereo not drawn) | / | 18 | 2% | 2% | / | 6%
28 | CN(C)Cc1c(C(=O)N/N=C/c2ccc(-c3ccccc3)cc2)nnn1-c1nonc1N | 2% | -2 | 14% | 0% | -15% | 3%
29 | COc1ccc(NC(=O)CCc2nc3ccccc3[nH]2)cc1 | 16% | -10 | 1% | -2% | 8%[10 µM] | 1%
30 | COCCCN(C(=S)Nc1cccc(Cl)c1)C(C)c1ccncc1 (stereo not drawn) | -2% | -4 | -7% | 3% | -14% | 2%
31 | c1ccc2c(c1)CC1(CCCC1)N=C2N1CCOCC1 | 23% | -22 | -2% | 0% | -7% | 1%
32 | CCOc1ccc(N(CC(=O)NC2CC3CCC2C3)S(=O)(=O)c2ccc(C)cc2)cc1 (stereo not drawn) | 0% | -10 | 19% | -4% | -4% | -1%
33 | COc1ccccc1C1NC(c2ccccc2OC)C(C)C(=O)C1C (stereo not drawn) | -34% | -8 | -1% | -2% | 24% | 0%
34 | Cc1ccc(CN2CCN(Cc3cn(C(C)C)c4ccccc34)CC2CCO)o1 (stereo not drawn) | ? | 5 | -4% | 3% | -12% | 0%
35 | COC(=O)c1ccc(C)c(NC(=O)CCSc2ccc(Cl)cc2)c1 | -1% | 11 | -7% | 3% | -8% | -3%
36 | COc1ccc(CC(=O)Nc2nc(-c3cccnc3)cs2)cc1 | ? | 7 | 9% | -1% | -1% | -1%

no. | PKM2 act | Rab9 promoter act | Menin MLL FP TR | BRCA1 expr up | ELG1 genotox
25 | 0% | -2% | -10% | -2% | -1%
26 | / | 1% | / | 2% | -6%
27 | / | -8% | / | -15% | 0%
28 | / | -1% | -1% | 7% | -1%
29 | 0% | -2% | 13% | 0% | 7%
30 | -14% | 1% | -2% | -12% | -3%
31 | -3% | -3% | / | 4% | -1%
32 | -2% | 0% | / | -31% | -12%
33 | 6% | -1% | ? | -17% | -7%
34 | -8% | 2% | -16% | -23% | -2%
35 | -16% | 0% | 18% | -42% | -12%
36 | 9% | -11% | 3% | 5% | 9%

Single records, as listed above. Values in the order: RORgamma inh, Giardia kill, p53 reactivation, NPC1 prom act, VP16 counter, FLuc modulator, PKM2 act, Rab9 promoter act, Menin MLL FP TR, BRCA1 expr up, ELG1 genotox
Shown for CCOC(=O)C1CCCN(C(=O)C2CCN(C(=O)Nc3ccccc3)CC2)C1 (stereo not drawn) → /, 6, 9%, 10%, /, -5%, /, 2%, /, 8%, -1%
Shown for Cc1cc(NC(=O)CCC(=O)N(CC(C)C)C(C(=O)NC(C)(C)C)c2ccccc2Cl)no1 (stereo not drawn) → 42%, -2, 3%, 0%, 1%, 0%, /, 11%, 0%, -15%, -3%
